Source: PubChem BioAssay (National Center for Advancing Translational Sciences (NCATS))
G9a block – G9a (human) methyltransferase inhibition. Potency, µM (highest dose often 102 µM), for the others: at the highest dose activity, negative = inhibition, hits mostly inhibitors. Q96KQ7. G9a H3K9 monomethylation, AlphaScreen, 2 h. 350,000 tested, 8.8% active; note: % is set by controls: 0 for no effect and ±100 for the full control effect; nearly all actives have a fitted effect of over 75% in size
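Step 1: enzyme (final 20 nM) with compound, 15 min RT. Step 2: substrate peptide 500 nM and SAM 20 uM, 2 h RT. Step 3: anti-H3K9me1 antibody and AlphaScreen beads, 10 min, then plate read.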
PGK inhibitor – blocks T. brucei phosphoglycerate kinase; PGK/GAPDH coupled, Kinase-Glo luminescence, 60 min; Potency, µM (top dose mostly 57.5 µM), without a hit: at the highest dose activity change, negative = inhibition, most hits filed as inhibitors; 380,000 tested, 0.043% active; AID 602233; note: % is set by controls: 0 for no effect and ±100 for the full control effect; nearly all actives have a fitted effect of over 60% in size
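Luminescent ATP detection (Kinase-Glo Plus) follows a 60-minute room-temperature incubation, with wells lacking PGK as controls. Buffer: 100 mM TEA (pH 7.6), 5 mM MgCl2, 0.01% Tween-20. Coupling enzyme GAPDH (100 nM final) supplies unstable 1,3-BPG in-well.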
Pin1 inhibitor – inhibitors of human Pin1. Q13526. Potency, µM (titrated, usually from 115 µM), without a hit: at the highest dose activity, negative = inhibition, usual class: inhibitors. AID 504891. Pin1 FP peptide displacement, HiFluor488, 10 min. 390,000 tested, 0.009% active; active = well fitted inhibition curve with a large enough effect in the polarisation, with a control signal flat, not every such curve was filed as active; inconclusive = small, poorly fitted or top-dose-only effect, or effect the other way, or a change in a side signal; inactive = no such curve, though single readings can be large or run the other way; the % refers to the polarisation; note: % is set by controls: 0 for no effect and ±100 for the full control effect
HP1b binding inh – HP1-beta chromodomain-methylated histone interaction inhibition. P83916. AlphaScreen HP1-beta / biotin-H3K9me3 peptide binding. Potency, µM (titrated, usually from 114 µM), inactives show top-dose activity change, negative = inhibition, actives largely listed as inhibitors. 390,000 tested, 0.56% active; note: nearly all actives have a fitted effect of over 70% in size; inactives centre near 23
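HP1-beta protein (50 nM final) preincubated 30 min at room temperature with biotinylated H3(1-18)K9me3 peptide (50 nM) in PBS pH 7.4, 0.01% Tween-20, then compound added for 30 min. AlphaScreen streptavidin donor/nickel chelate acceptor beads (10 ug/mL final), 30 min dark, luminescence read.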
Pol iota inh – blocks human DNA polymerase iota activity; Q9UNA4; Pol iota fluorescent replication assay, 10 min; Potency, µM (highest dose often 115 µM), for the others: at the top dose activity, negative = inhibition, actives largely listed as inhibitors; 390,000 tested, 1% active; AID 588590
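Fluorescent replication assay read twice, at 0 min and 10 min after adding 50 nM (final) substrate. Enzyme (10 nM) and compounds were first incubated 15 min at room temperature; enzyme-free buffer wells were negative controls.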
BLM helicase inh – inhibitors of human Bloom syndrome helicase BLM | P54132 | recombinant BLM DNA unwinding, fluorescence dequenching | Potency, µM (doses to about 56.1 µM), for inactives: at the top dose activity change, negative = inhibition, hits mostly inhibitors | 350,000 tested, 0.2% active | AID 2528;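 note: plate controls were vehicle for no effect and no enzyme for full effect; nearly all actives have a fitted effect of over 35% in size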
BAZ2B inh – blocks human BAZ2B. Q9UIF8. AlphaScreen BAZ2B-H3K14Ac peptide displacement. Potency, µM (titrated, usually from 114 µM), without a hit: top-dose activity change, negative = inhibition, actives largely listed as inhibitors. 360,000 tested, 4.4% active. AID 504333; note: % is set by controls: 0 for no effect and ±100 for the full control effect; nearly all actives have a fitted effect of over 60% in size
Target sequence (Q9UIF8 whole entry, looked up): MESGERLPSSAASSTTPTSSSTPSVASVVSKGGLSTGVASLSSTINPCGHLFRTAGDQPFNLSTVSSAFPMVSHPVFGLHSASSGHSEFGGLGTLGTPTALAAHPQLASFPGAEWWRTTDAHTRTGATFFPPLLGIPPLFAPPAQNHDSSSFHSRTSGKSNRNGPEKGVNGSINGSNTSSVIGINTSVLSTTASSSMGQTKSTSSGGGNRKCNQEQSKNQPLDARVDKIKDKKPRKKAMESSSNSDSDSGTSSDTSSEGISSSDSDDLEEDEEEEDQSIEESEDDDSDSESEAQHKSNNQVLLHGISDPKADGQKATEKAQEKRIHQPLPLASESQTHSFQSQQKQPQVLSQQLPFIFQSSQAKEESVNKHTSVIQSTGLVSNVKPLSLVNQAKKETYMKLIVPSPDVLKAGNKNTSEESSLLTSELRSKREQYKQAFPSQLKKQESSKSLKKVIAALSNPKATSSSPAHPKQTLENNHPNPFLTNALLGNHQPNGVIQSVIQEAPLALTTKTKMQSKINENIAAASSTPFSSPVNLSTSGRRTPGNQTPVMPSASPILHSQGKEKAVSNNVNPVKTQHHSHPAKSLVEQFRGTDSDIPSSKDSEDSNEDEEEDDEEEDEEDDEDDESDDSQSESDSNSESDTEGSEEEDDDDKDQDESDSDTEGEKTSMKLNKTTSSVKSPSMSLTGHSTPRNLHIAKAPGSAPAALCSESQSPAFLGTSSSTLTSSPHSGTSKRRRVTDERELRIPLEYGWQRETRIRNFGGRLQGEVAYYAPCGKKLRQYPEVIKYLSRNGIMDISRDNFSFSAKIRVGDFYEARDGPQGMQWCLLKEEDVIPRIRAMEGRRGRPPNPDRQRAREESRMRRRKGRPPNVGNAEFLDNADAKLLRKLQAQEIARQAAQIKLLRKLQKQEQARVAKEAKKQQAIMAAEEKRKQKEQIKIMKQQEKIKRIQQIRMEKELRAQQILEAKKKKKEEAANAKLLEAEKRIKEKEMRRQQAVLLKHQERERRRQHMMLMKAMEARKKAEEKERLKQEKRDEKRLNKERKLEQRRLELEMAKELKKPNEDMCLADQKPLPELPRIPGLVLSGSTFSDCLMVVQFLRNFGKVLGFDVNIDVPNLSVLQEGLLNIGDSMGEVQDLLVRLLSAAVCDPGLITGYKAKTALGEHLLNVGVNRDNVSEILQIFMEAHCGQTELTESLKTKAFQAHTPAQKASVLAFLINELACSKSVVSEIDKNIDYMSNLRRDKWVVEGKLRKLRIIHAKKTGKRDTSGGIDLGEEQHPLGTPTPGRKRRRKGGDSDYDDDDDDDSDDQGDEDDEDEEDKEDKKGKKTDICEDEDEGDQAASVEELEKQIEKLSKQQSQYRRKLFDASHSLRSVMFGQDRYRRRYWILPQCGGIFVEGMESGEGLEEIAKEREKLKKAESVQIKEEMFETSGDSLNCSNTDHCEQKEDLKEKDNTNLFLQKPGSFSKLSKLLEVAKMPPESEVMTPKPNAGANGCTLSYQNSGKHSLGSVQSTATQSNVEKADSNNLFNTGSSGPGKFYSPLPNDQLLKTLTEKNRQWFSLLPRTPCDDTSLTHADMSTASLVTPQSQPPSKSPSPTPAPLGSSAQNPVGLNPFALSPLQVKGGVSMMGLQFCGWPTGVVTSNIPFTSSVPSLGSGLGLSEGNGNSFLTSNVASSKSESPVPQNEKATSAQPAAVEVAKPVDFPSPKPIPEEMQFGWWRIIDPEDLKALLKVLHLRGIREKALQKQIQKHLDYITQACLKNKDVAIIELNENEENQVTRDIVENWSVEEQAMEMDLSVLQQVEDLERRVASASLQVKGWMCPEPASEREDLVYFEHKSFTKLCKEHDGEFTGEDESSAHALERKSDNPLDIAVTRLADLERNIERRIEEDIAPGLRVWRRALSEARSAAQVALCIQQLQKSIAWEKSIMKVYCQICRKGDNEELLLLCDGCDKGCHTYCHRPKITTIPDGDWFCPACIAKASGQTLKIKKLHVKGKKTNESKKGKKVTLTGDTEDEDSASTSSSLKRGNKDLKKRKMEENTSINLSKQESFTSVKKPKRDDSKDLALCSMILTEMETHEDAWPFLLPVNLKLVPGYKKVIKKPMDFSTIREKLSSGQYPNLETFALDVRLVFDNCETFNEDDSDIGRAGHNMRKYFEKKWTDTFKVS
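AlphaScreen displacement: compounds (up to 110uM) incubated 30 min at room temperature with a preformed 50 nM BAZ2B/50 nM biotinylated H3K14Ac peptide complex in PBS pH 7.4 with Tween-20. Donor and acceptor beads at 10 ug/mL final added, 20 min light-protected before reading.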
JMJD2A Tudor – blocks the human JMJD2A Tudor domain; 390,000 tested, 4.4% active; O75164; Potency, µM (top dose mostly 114 µM), for the others: top-dose activity change, negative = inhibition, hits mostly inhibitors; AlphaScreen JMJD2A-Tudor / H3K4me3 peptide binding; note: % is set by controls: 0 for no effect and ±100 for the full control effect; nearly all actives have a fitted effect of over 50% in size
GLS inhibitor – glutaminase GLS (human) inhibition; O94925; GLS enzymatic activity, qHTS titration; Potency, µM (series often up to 45.5 µM), inactives show at the highest dose activity change, negative = inhibition, most hits filed as inhibitors; 410,000 tested, 0.21% active; AID 624170; note: % is set by controls: 0 for no effect and ±100 for the full control effect
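Enzyme dispensed in phosphate buffer (45 mM, pH 8.2, 0.02% Tween-20), compounds pinned in, then 1 mM L-glutamine solution and the glutamate oxidase–HRP–Amplex Red mix added; fluorescence read immediately and again after 30 min at room temperature.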
Active calls of the source: *; i = inactive; ? = inconclusive; . = not tested or not shown; & = joins results of further samples; [ ] = another dose, or the depositor's remark. Unless noted, calls come from the whole dose curve; as a rule, active = well fitted curve in the direction sought with a large enough effect; inconclusive = small, poorly fitted or top-dose-only effect, or another doubt; inactive = no such curve, though single readings can be large; an effect the other way counts as inactive or inconclusive. Potency is the fitted concentration of half-maximal effect.

G9a block,PGK inhibitor,Pin1 inhibitor,HP1b binding inh,Pol iota inh,BLM helicase inh,BAZ2B inh,JMJD2A Tudor,GLS inhibitor,canonical_smiles
-6%[59 µM],-5%,2%,16%,13%,-1%,8%,-17%,3%,Cc1ccc(C(NC(=O)c2ccccc2)C(Cl)(Cl)Cl)cc1 (stereo unspecified)
.,-5%,-2%,148%[activator],9%,-12%,13%,2%[11.4 µM],-1%,CN(CC1COc2ccccc2O1)C(=S)NC1CCCCC1 (stereo unspecified)
.,-1%,-3%,33%,102%[activator],-2%,-7%,0%,-2%,COc1ccc(C(=O)N/C(=C\c2cc(OC)c(OC)cc2[N+](=O)[O-])C(=O)NCCO)cc1
.,i,-5%,51%[activator],4%,3%,-34%,-22%,38%[activator],COc1cccc(C(c2c(O)nc(SC)n(C)c2=O)c2c(O)nc(SC)n(C)c2=O)c1
-29%[59 µM],14%,-2%,15%,23%,-2%,-20%,-4%,-10%,Cc1ccccc1CNC(=O)c1cccc(NC(=O)N2CCSc3ncccc32)c1
17%[59 µM],-3%,30%[activator],12%,30%,-6%,7%,-12%,0%,CCOc1ccccc1NC(=O)C(OC(=O)c1ccc(N(C)C)cc1)c1ccccc1 (stereo unspecified)
?,3%,-1%,?,15%,-1%,?,?,-6%,COc1ccc(N/C(C)=C/C(=O)c2ccccc2)cc1
?,-8%,-1%,20%,21%,-4%,1%,4%,-3%,O=C(c1cc2cc(Br)ccc2o1)N1CCCCC1
7%[2.33 µM],-6%,1%,45%[activator],5%,-4%,1%,-8%,2%,Fc1cccc(Cl)c1Cn1nnc2c(-n3ccnc3)ncnc21
8.9µM*,3%,-7%,?,-29%[58.9 µM],-1%,.,10µM*,6%,O=C(O)c1ncc(-c2ccccc2)cn1

(continued)
G9a block,PGK inhibitor,Pin1 inhibitor,HP1b binding inh,Pol iota inh,BLM helicase inh,BAZ2B inh,JMJD2A Tudor,GLS inhibitor,canonical_smiles
.,-2%,-1%,30%,7%,.,.,-12%,4%,Cc1cc(C)cc(NS(=O)(=O)c2ccc(NC(=O)c3ccccc3C(=O)O)cc2)c1
-20%,i,-2%,21%,123%[activator],2%,-38%,-15%,-9%,COC(=O)c1cc(C(=O)OCC(=O)Nc2ccccc2OC(F)F)cc([N+](=O)[O-])c1
22%,-9%,-6%,11%,-13%,-7%,-1%,-16%,2%,Cc1cccc(C2=NNC(=O)C(c3ccc(Cl)cc3)C2)c1 (stereo unspecified)
6%,-9%,-1%&2%,-7%,121%[activator],-5%&-13%,45µM*,?,67%[activator],Cc1ccc(S(=O)(=O)Nc2cccc3cccnc23)c([N+](=O)[O-])c1
56µM*,4%,3%,16%,-14%,-6%,-6%,-17%,16%,O=C(CS(=O)(=O)Cc1ccccc1)Nc1nnc(C2CCCCC2)s1
21%,-1%,-15%,39%[activator],-4%,1%,0%,-3%,0%,Cc1ccc(C(=O)N(Cc2cccs2)C2CCS(=O)(=O)C2)cc1 (stereo unspecified)
.,1%,2%,21%,38%[activator],.,.,-12%,6%,CC(=O)N/C(=C\c1ccccc1)C(=O)OCC(=O)N(C)C1CCS(=O)(=O)C1 (stereo unspecified)
-36%,-14%,-3%,16%,24%,-3%,-14%,-2%,2%,CC(C(=O)Nc1ccccc1Cl)c1ccc([N+](=O)[O-])cc1 (stereo unspecified)
3%,-2%,-12%,21%,34%[activator],-6%,-8%,-3%[11.4 µM],0%,Cn1nc(C(F)(F)F)c2cc(C(=O)O)sc21
.,.,9%,-6%,25%,.,.,-35%,.,O=[N+]([O-])c1ccc(-c2csc(Nc3ccccc3)n2)cc1

More entries follow.
G9a block,PGK inhibitor,Pin1 inhibitor,HP1b binding inh,Pol iota inh,BLM helicase inh,BAZ2B inh,JMJD2A Tudor,GLS inhibitor,canonical_smiles
-7%[12.7 µM],-5%,3%,42%[activator],-4%,.,-3%,6%,4%,CCc1ccc(S(=O)(=O)NCC2(N3CCOCC3)CCCCC2)cc1
-38%[59 µM],-7%,13%,40%[activator],4%,-9%,-24%,?,3%,CCCCCC(=O)Nc1cccc(C2=NOC3(C2)C[C@H](C(N)=O)N(C(=O)c2ccccc2C(=O)c2ccccc2)C3)c1 (stereo partly specified)
.,i,-8%,33%,-24%,0%,3%,-6%,-1%,COc1ccccc1N(C)S(=O)(=O)c1ccc(Cl)c(C(=O)NCCCN2CCOCC2)c1
?,-1%,1%,-2%,13%,2%,6%,-19%,12%,O=C(NNC(=S)Nc1ccc(Cl)cc1)c1ccccc1OC(F)F
6%,4%,4%,9%,53%[activator],2%,8%,-6%,9%,COc1cccc(/C=N/NC(=O)CN2CC(c3ccccc3)CC2=O)c1OC (stereo unspecified)
37%[59 µM],2%,6%,26%,-21%,-11%,-14%,-16%,22%,Cc1nn(Cc2ccc(C(=O)NN)o2)c(C)c1Cl
?,-5%,15%,13%,9%,0%,-3%,-9%,2%,CCc1cccc(CC)c1NC(=O)C1CN(S(=O)(=O)c2ccccc2)CCN1S(=O)(=O)c1ccccc1 (stereo unspecified)
-18%[59 µM],4%,-3%,36%,3%,-10%,-5%,-23%,11%,Cc1ccc(N2CC(C(=O)Nc3ccc(Br)cc3)CC2=O)cc1 (stereo unspecified)
-4%,-5%,0%,8%,-21%,-1%,1%,?,18%,COc1cc2c(cc1NC(=O)COCC(=O)O)oc1ccccc12
-1%[0.501 µM],-1%,-6%,14%,17%,.,-7%,-19%,-9%,COc1cccc(COC(=O)c2cc(=O)[nH]c3ccc(S(=O)(=O)N4CCOCC4)cc23)c1OC

Sorted by formula weight (highest first): part of the list above
G9a block,PGK inhibitor,Pin1 inhibitor,HP1b binding inh,Pol iota inh,BLM helicase inh,BAZ2B inh,JMJD2A Tudor,GLS inhibitor,canonical_smiles
?,-5%,15%,13%,9%,0%,-3%,-9%,2%,CCc1cccc(CC)c1NC(=O)C1CN(S(=O)(=O)c2ccccc2)CCN1S(=O)(=O)c1ccccc1 (stereo unspecified)
-1%[0.501 µM],-1%,-6%,14%,17%,.,-7%,-19%,-9%,COc1cccc(COC(=O)c2cc(=O)[nH]c3ccc(S(=O)(=O)N4CCOCC4)cc23)c1OC
.,i,-8%,33%,-24%,0%,3%,-6%,-1%,COc1ccccc1N(C)S(=O)(=O)c1ccc(Cl)c(C(=O)NCCCN2CCOCC2)c1
.,-2%,-1%,30%,7%,.,.,-12%,4%,Cc1cc(C)cc(NS(=O)(=O)c2ccc(NC(=O)c3ccccc3C(=O)O)cc2)c1
.,1%,2%,21%,38%[activator],.,.,-12%,6%,CC(=O)N/C(=C\c1ccccc1)C(=O)OCC(=O)N(C)C1CCS(=O)(=O)C1 (stereo unspecified)
56µM*,4%,3%,16%,-14%,-6%,-6%,-17%,16%,O=C(CS(=O)(=O)Cc1ccccc1)Nc1nnc(C2CCCCC2)s1
-7%[12.7 µM],-5%,3%,42%[activator],-4%,.,-3%,6%,4%,CCc1ccc(S(=O)(=O)NCC2(N3CCOCC3)CCCCC2)cc1
-6%[59 µM],-5%,2%,16%,13%,-1%,8%,-17%,3%,Cc1ccc(C(NC(=O)c2ccccc2)C(Cl)(Cl)Cl)cc1 (stereo unspecified)
?,-8%,-1%,20%,21%,-4%,1%,4%,-3%,O=C(c1cc2cc(Br)ccc2o1)N1CCCCC1
22%,-9%,-6%,11%,-13%,-7%,-1%,-16%,2%,Cc1cccc(C2=NNC(=O)C(c3ccc(Cl)cc3)C2)c1 (stereo unspecified)
37%[59 µM],2%,6%,26%,-21%,-11%,-14%,-16%,22%,Cc1nn(Cc2ccc(C(=O)NN)o2)c(C)c1Cl
8.9µM*,3%,-7%,?,-29%[58.9 µM],-1%,.,10µM*,6%,O=C(O)c1ncc(-c2ccccc2)cn1

(continued)
G9a block,PGK inhibitor,Pin1 inhibitor,HP1b binding inh,Pol iota inh,BLM helicase inh,BAZ2B inh,JMJD2A Tudor,GLS inhibitor,canonical_smiles
2%[59 µM],0%,9%,17%,9%,1%,5%,-5%,5%,C/C(=C(\C#N)C(=O)NC1CCCCC1)N(C)C
4%,3%,12%,41%,-14%,0%,-14%,-10%,0%,COc1ccc(C(=O)NCc2nnc(SCC(=O)Nc3cc(OC)ccc3OC)o2)cc1
47%[activator][59 µM],8%,?,31%[57 µM],6%,-9%,13%,6%,7%,Cc1cccn2c(=O)cc(COc3ccc(NC(=O)COc4ccc(F)cc4)cc3)nc12
?,-4%,5%,48%,8%,-2%,-36%,-2%,-8%,CCN(CC)CCCN(Cc1cc2cc3c(cc2[nH]c1=O)OCCO3)C(=O)Nc1ccc(F)cc1
25%[2.33 µM],-1%,-1%,44%[activator],4%,.,3%,18µM*,3%,CC(OC(=O)c1cc(=O)[nH]c2ccccc12)C(=O)N1C(C)CCCC1C (stereo unspecified)
.,-2%,-8%,33%,-12%,-3%,-2%,-10%,15%,CCOC(=O)C1CCN(c2c(NCc3ccc(C(=O)NCCC(C)C)cc3)c(=O)c2=O)CC1
11µM*,4%,34%[activator],-3%,19%,-6%,-5%,-27%,11%,Cc1c(NC(=O)C(C)OC(=O)c2cc(-c3cccc4ccccc34)nc3ccccc23)c(=O)n(-c2ccccc2)n1C (stereo unspecified)
-4%[59 µM],.,-15%,38%,14%,1%,-3%,-8%,-1%,CCCCNc1nc(Oc2ccc(OCCC)nn2)nc(N(C)C)n1
?,i,3%,21%,22%,.,-29%,-12%,7%,CN(CC(=O)Nc1ccc(N2CCOCC2)cc1)C(=O)c1cccc(Cl)c1Cl
?,-6%,0%,10%,29%,-2%,-30%,-13%,1%,COc1cccc(C2C3=C(CCCC3=O)Nc3[nH]n(-c4ccccc4)c(=O)c32)c1 (stereo unspecified)
21%[2.33 µM],-4%,-1%,23%,24%,-4%,0%,-13%,0%,O=C(CCNC(=O)c1ccc(Cl)cc1)Nc1ccccc1Cl

These rows are one share of the data, so the mix of outcomes need not match the whole.
